H9c2 TAG inh: triacylglycerol accumulation inhibition; inhibition, % at 12.5 µM; H9c2 cells, Nile Red lipid (TAG) fluorescence; cells loaded with 200 µM oleic acid; AID 651582; 230,000 tested, 0.66% active;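 active = pattern-corrected inhibition of lipid staining of at least 50% with the nuclear-stain viability signal not falling by more than 50%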;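 also: 0% = DMSO wells and 100% = triacsin C control wells; some results filed as inactive read as strong as hits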
H9c2 TAG inh DAPI viability: also measured in H9c2 TAG inh; calls as there; DAPI nuclei signal change (viability), lower = more cytotoxic, %;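 whole-well DAPI fluorescence read on a plate reader as a viability signal; minus 50 percent equals half of cells still viable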
* = called active by the depositor.

structure,H9c2 TAG inh DAPI viability,H9c2 TAG inh
CCSc1nnc(NC(=O)[C@@H](NC(=O)c2ccccc2)C(C)C)s1,1,-6
COc1ccc2nc(NC(=O)C3CCCN(S(=O)(=O)c4cccc5nsnc45)C3)sc2c1 (stereo not given),-10,37
Cc1cc(NC(=O)C2CC2)ncc1NC(=O)c1ccccn1,-3,-6
C=CCn1c(SCC(=O)Nc2nnc(C)s2)nnc1-c1cccnc1,13,8
COc1ccc(NC(=O)CN2C(=O)C(C)SC(C)C2=O)cc1 (stereo not given),-18,3
CC(NC(=O)C(Cc1ccccc1)N1C(=O)C2C3CCC(C3)C2C1=O)c1ccccc1 (stereo not given),-25,18
CNc1cc(=O)n(C)c(=O)n1-c1ccccc1,3,0
COc1ccc(-c2csc(N(CCCN(C)C)C(=O)c3ccc(C(C)(C)C)cc3)n2)cc1,19,7
Cc1ccc(/C=C/C(=O)Nc2ccc([N+](=O)[O-])c(NC(=O)/C=C/c3ccc(C)o3)c2)o1,-2,5
Cc1noc(C)c1COC(=O)c1ccc2c(c1)S(=O)(=O)c1ccccc1C2=O,-17,8
O=C(c1ccccc1)N1CC(COc2ccccc2)OC(c2ccco2)O1 (stereo not given),-1,-5
O=C1NC(=O)C2(N1)c1ccccc1-c1ccccc12,6,-5
N#Cc1cn(Cc2ccco2)c(=O)[nH]c1=O,0,-8
Cc1cc(Cl)ccc1NNC(N)=S,9,-7
S=c1[nH]nc(-c2ccco2)n1/N=C/c1c(Cl)cccc1Cl,10,0
CC(C)[C@H](NC(=O)c1ccccc1)C(=O)Nc1ccc2c(c1)OCO2,-19,10
CCOc1ccc(-n2c(O)c(/C=N/c3ccnn3Cc3ccncc3)c3ccccc3c2=O)cc1,-10,3
COc1ccccc1-n1nnnc1SCC(=O)NC1CC1,9,-6
CC(C)C(=O)Nc1ccc(Sc2ccc(F)cc2)cc1,2,-3
Cn1c(=O)c2c(SCC(=O)N3CCOCC3)nc(-c3ccccc3Cl)nc2n(C)c1=O,-3,7
CCOc1cc(/C=C2/N=C(C)C(C(=O)OC)=C2O)ccc1O,1,-1
COCCN1C(=O)c2oc3c(C)cc(C)cc3c(=O)c2C1c1cccc(O)c1 (stereo not given),-13,25
CC(=O)c1cccc(NC(=O)CCN2C(=O)C3CC=CCC3C2=O)c1 (stereo not given),0,-6
Cc1cc(C(=O)Nc2ccc(Nc3ccccc3)cc2)ccc1[N+](=O)[O-],-1,-7
Cc1nnc(SCC(=O)NC2CCC(C)CC2)s1 (stereo not given),5,-3
CC1CCN(C(=O)CSc2nnc(Cc3cccn3C)n2-c2ccc(F)cc2)CC1,-2,-5
O=C(NCC(=O)N1CCN(S(=O)(=O)c2ccccc2F)CC1)c1ccc(Br)o1,0,3
Cc1ccccc1CNC(=O)C1CCC(=O)N(C2CCCCCC2)C1 (stereo not given),8,16
Cc1cc(C)c2c3c(sc2n1)C(=O)N(c1ccccc1C)CC(=O)N3,-1,-9
Cc1ccc2c(c1)N(CC(=O)NC1CCC(C)CC1)C(=O)c1cccnc1O2 (stereo not given),-7,-17

One compound at a time, from the list above. Values in the order: H9c2 TAG inh DAPI viability | H9c2 TAG inh
Cc1nnc(SCC(=O)NC2CCC(C)CC2)s1 (stereo not given) reads 5 | -3
CC(NC(=O)C(Cc1ccccc1)N1C(=O)C2C3CCC(C3)C2C1=O)c1ccccc1 (stereo not given) reads -25 | 18
CNc1cc(=O)n(C)c(=O)n1-c1ccccc1 reads 3 | 0

(further entries)
structure,H9c2 TAG inh DAPI viability,H9c2 TAG inh
CCN(C(=O)CN1CCN(c2ccccc2OC)CC1)c1c(N)n(Cc2ccccc2)c(=O)[nH]c1=O,-13,5
COc1ccc(C(=O)NC(=S)Nc2nc(C)cc(C)n2)cc1Br,-4,8
CC(C)CN(C(=O)COc1ccccc1C(=O)NCc1ccccc1)C1CCS(=O)(=O)C1 (stereo not given),-8,7
CCN1CCN(CCOc2cccc(Oc3ccccc3)c2)CC1,15,-13
COc1ccccc1NC(=O)Nc1ccccc1N1CCOCC1,-2,17
O=C(CCN1C(=O)C2C3C=CC(C3)C2C1=O)N1CCN(c2cccc(Cl)c2)CC1 (stereo not given),-5,30
O=C(NCC(c1ccco1)N1CCc2ccccc2C1)c1cccc([N+](=O)[O-])c1 (stereo not given),5,-3
Cc1ccccc1N1CCN(C2CCCN(C(=O)c3ocnc3C)C2)CC1 (stereo not given),-4,4
O=C(NCc1ccc(F)cc1)c1ccc(S(=O)(=O)N2CCCC2)cc1,-1,-19
CCOC(=O)Cn1c(=O)c2c(nc3n2CCN3Cc2ccccc2)n(C)c1=O,3,-20
COc1ccc(C2=NS(=O)(=O)N(C)C(C(=O)Nc3ccc4c(c3)OCO4)=C2)cc1OC,1,2
CCOc1ccccc1OC(=O)c1ccco1,4,-8
CCOc1nc(N=C(N)N)nc2c(C)cccc12,11,41
COc1ccc2c(c1)C1(C)CC(C)(C)N2C(=O)N1c1ccccc1 (stereo not given),4,-40
O=C(c1cccc(F)c1)N1CCN(Cc2cccc(Br)c2)CC1,-6,-4
Cc1nc(C(=O)NC2CC2)sc1C1(C)CC(c2ccccc2)=NO1 (stereo not given),-9,-20
O=C(CSc1ncn[nH]1)Nc1ccnc2ccccc12,1,-17
COC(=O)CSc1ccc2c(N)c(C(=O)OC)sc2c1,2,3
COc1ccc(CC(N)c2csc(NC(=O)c3ccc(OC)cc3)n2)cc1 (stereo not given),35,17
CC(C)CC(=O)NC(NC(=S)Nc1ccccc1)C(Cl)(Cl)Cl (stereo not given),10,5
CC(=O)N=C1SC2CS(=O)(=O)CC2N1c1c(Cl)cccc1Cl (stereo not given),16,-5
COc1cc(-c2nnc(SCC(=O)Nc3ccc4c(c3)OCCO4)o2)cc(OC)c1OC,6,0
Cc1cccc(C)c1NC(=O)CN(C)C(=O)c1ccc2nc[nH]c2c1,4,-21
Cc1ccc(NC(=O)c2ccc(CNS(=O)(=O)c3cccc(C(F)(F)F)c3)cc2)cc1,14,-3
Cc1nc(C(F)(F)F)c(C(=O)N/N=C(\N)c2ccccn2)s1,-12,8
O=C(Nc1ccccc1)c1ccc(NCCc2ccccc2)c([N+](=O)[O-])c1,-8,13
COc1ccc(OC)c(/C=N/NC(=O)CC2C(=O)NN=C2C)c1 (stereo not given),12,0
COc1ccc(C(O)(c2ccccc2OC)C(CN2CCOCC2)c2ccccc2)cc1 (stereo not given),3,-4
COc1cccc(CN2CCNC(=O)C2CC(=O)NCCOc2cccnc2)c1OC (stereo not given),2,-10
CC1=NN(c2cccc([N+](=O)[O-])c2)C(=O)C1,0,-25
C#CC(C)(C)NC(=O)CSc1nc2c(c(=O)n(C)c(=O)n2C)n1CCCC,5,-4
Cc1csc(N2CCCC2c2nc3cc(Cl)c(N4CCCCC4)cc3n2CCCO)n1 (stereo not given),-2,8
CCn1c(SCC(=O)Nc2ccc3c(c2)OCO3)nc2ccccc21,2,-4
CCN(C(=O)COC(=O)COc1ccccc1Cl)c1c(N)n(Cc2ccccc2)c(=O)[nH]c1=O,-10,6
COc1ccc(-c2cnc(C(O)c3ccc(OC)c(F)c3)[nH]2)cc1 (stereo not given),-7,-2
N#Cc1c(NC(=O)COC(=O)C2=COCCO2)sc2c1CCCC2,2,-4
CCOc1ccc(C(=O)Nc2cccc(C(C)=O)c2)cc1[N+](=O)[O-],-6,12
Cc1cccc(NC(=O)c2cccnc2)c1,15,-13
COc1ccc2[nH]cc(CCN=C3SCC(=O)N3C)c2c1,7,-4
O=C(Cc1ccccc1)NC(CSSCC(NC(=O)Cc1ccccc1)C(=O)O)C(=O)O (stereo not given),1,0
CC1CCc2nn(CC(=O)NCCN3CCOCC3)cc2C1 (stereo not given),-2,-8
O=C(OCn1ncc(Br)c(Br)c1=O)c1ccccc1Cl,-83,128
CCC(=O)N1CCC1(C)C(=O)Nc1ccc(Cl)c(Cl)c1 (stereo not given),-7,5
CCN(C(=O)CN1C(=O)NC2(CCc3ccccc32)C1=O)C1CCS(=O)(=O)C1 (stereo not given),2,5
Cc1nnc(SCc2c(Cl)cccc2Cl)s1,-5,-11
CCN(CC)CCn1c2ccccc2c2nc3ccc([N+](=O)[O-])cc3cc21,-36,35
CC(=O)N1CCN(C(=O)COC(=O)CNC(=O)c2ccccc2C)CC1,-9,5
CCOC(=O)c1sc(NC(=S)NC(=O)c2ccccc2Cl)c(C(=O)OCC)c1C,5,22
CCOc1ccc(/C(O)=C2/C(=O)C(=O)N(c3ncccn3)C2c2ccc(Cl)cc2)cc1 (stereo not given),11,-8
O=S(=O)(Nc1nc2ccccc2[nH]1)c1ccccc1,9,-15
CCOc1ccc(NS(=O)(=O)c2cc(C(=O)N3CC(C)OC(C)C3)ccc2C)cc1 (stereo not given),4,7
Cc1ccc2cc3c(nc2c1)OCC3,-4,-8
COc1ccc(NC(=O)CN(C)C(=O)c2ccc3c(c2)OCCO3)cc1,1,-11
CCCOc1ccc(C(=O)CCC(=O)OCC(=O)N(C)c2c(N)n(Cc3ccccc3)c(=O)[nH]c2=O)cc1,-7,-5
CCc1cccc(NC(=O)CCC(=O)N2CCSc3ccccc32)c1,-8,18
COc1cccc(C(=O)C(CCC#N)c2ccccc2)c1 (stereo not given),-1,-3
O=c1c2ccccc2cnn1Cc1n[nH]c(=S)n1-c1ccc(F)cc1,2,8
O=C(Nc1ccc([N+](=O)[O-])cc1Cl)c1cc(Cl)ccc1O,-36,-8
CCc1nc2ccc(C(=O)N3CCN(C(=O)c4ccco4)CC3)cn2c1N(C)Cc1nccn1C,2,-2
COC(=O)/C(=C\Nc1ccc(OC)cc1)NC(=O)c1ccc(Cl)cc1Cl,12,-14

Ordered by formula weight (descending): some entries from above
structure,H9c2 TAG inh DAPI viability,H9c2 TAG inh
CCOc1ccc(NS(=O)(=O)c2cc(C(=O)N3CC(C)OC(C)C3)ccc2C)cc1 (stereo not given),4,7
CCN(CC)CCn1c2ccccc2c2nc3ccc([N+](=O)[O-])cc3cc21,-36,35
Cc1nnc(SCc2c(Cl)cccc2Cl)s1,-5,-11
O=S(=O)(Nc1nc2ccccc2[nH]1)c1ccccc1,9,-15

(continued)
structure,H9c2 TAG inh DAPI viability,H9c2 TAG inh
O=C(Nc1nccs1)c1cc(-c2ccccn2)nc2c(Cl)cccc12,2,1
N#Cc1ccc(C(=O)OCC(=O)Nc2ccc(N3CCOCC3)cc2)cc1,2,-7
Nc1nc(SCC(=O)Nc2cc(S(=O)(=O)N3CCOCC3)ccc2Cl)n[nH]1,9,-13
CCCCN1C(=O)C(NC(=O)C2CC2)(C(F)(F)F)C2=C1CC(C)(C)CC2=O (stereo not given),-11,5
O=C(NCC(c1ccco1)N1CCCC1)c1cccc(S(=O)(=O)N2CCOCC2)c1 (stereo not given),-5,-1
Cc1cc(C)c(-c2cc(NC(=O)CSc3n[nH]c(N)n3)n(-c3ccccc3)n2)cc1C,6,-5
CCc1noc(C)c1C(=O)NNC(=O)COc1ccc(C)c(C)c1,-4,-1
O=C(NCc1csc(-c2cccs2)n1)Nc1cccc(Cl)c1,-7,4
O=S(=O)(NC1CCCCC1Oc1ccccc1)c1ccc(Cl)cc1 (stereo not given),1,3
Nc1cc(-c2ccc(Br)cc2)nc2cc(-c3ccccc3)nn12,12,3
O=C(c1oc(=O)c2ccccc2c1-c1ccccc1)N1CCN(C2CCCCC2)CC1,7,0
COc1ccc(CNC(=O)COC(=O)CCC(=O)c2cccs2)cc1,8,-1
Cc1ccc(-c2nnc(SCC#CCOC(=O)c3cccs3)o2)cc1,4,-21
Cc1noc(C)c1CSCC(=O)Nc1nc2ccc(S(C)(=O)=O)cc2s1,8,-8
COc1ccc(-n2ncc(N(C)n3cccc3)c(Cl)c2=O)cc1,-4,-3
COc1ccc(NC(=O)Nc2ccc(F)c(Cl)c2)cc1,13,-15
CCCNC(=O)C1CCN(c2nc(C)cc(C)n2)CC1,-1,-7
Cc1c(S(=O)(=O)Nc2ccc3c(c2)OCCO3)cnn1C,-11,5
CS(=O)(=O)ON=C1CCN(S(=O)(=O)c2ccccc2)CC1,-4,9
CC(C)Cn1cc(-c2cccc3nccn23)cn1,16,-3
O=C(NCC(=O)N1CC=C(c2ccccc2)CC1)c1ccc(OC(F)F)cc1,0,-10
COc1cccc(NC(=O)CN(C)C(=O)/C=C/c2ccc(S(=O)(=O)N3CCCCCC3)cc2)c1,2,10
CC(C)c1ccc(NC2CCCN(C(=O)CCn3cnnn3)C2)cc1 (stereo not given),-3,0
CCOC(=O)N1CCC(NC(=O)c2ccc(CO)c(C(=O)NC3CCN(C(=O)OCC)CC3)c2)CC1,-1,15
O=C(COC(=O)c1ccc(Br)o1)NC1CCCCC1,4,5

Compound activity from PubChem.

These rows are one share of the data; count on the stated rates, not on these rows.
